Bioassay records from PubChem.
AMA1-RON2 inh: AMA1-RON2 (P. falciparum) interaction inhibition; AlphaScreen AMA1-biotinylated RON2 peptide binding; Potency, µM (doses to about 58.2 µM), without a hit: at the highest dose activity change, negative = inhibition, most hits filed as inhibitors; 360,000 compounds, 0.2% hits;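 note: 0% = vehicle wells and -100% = peptide control; nearly all actives have a fitted effect of over 45% in size; some results filed as inactive show a strong effect at the top dose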
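AMA1 (3D7) with his tag at 25 nM final met compounds first, then biotinylated RON2 peptide at 25 nM; detection used donor plus acceptor beads, 10 µg/mL apiece, read by AlphaScreen after 30 min at room temperature.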
Tb PYK inh: inhibitors of Trypanosoma brucei pyruvate kinase | AID 624173 | Potency, µM (doses to about 76.8 µM), without a hit: at the top dose activity, negative = inhibition, most hits filed as inhibitors | TbPYK enzyme, Kinase-Glo Plus ATP luminescence, 45 min | 410,000 compounds, 0.12% hits; note: nearly all actives have a fitted effect of over 50% in size
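Luminescent Kinase-Glo Plus end-point after 45 min room-temperature reaction of T. brucei pyruvate kinase started with 130 uM ADP (final). Buffer TEA 50 mM pH 7.2 with KCl, MgCl2, BSA, Tween-20; titration-based qHTS with fitted concentration-effect curves.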
* = called active by the depositor; ? = inconclusive; [ ] = dose if it differs, or a comment. Calls come from the whole dose curve; as a rule, active = well fitted curve in the direction sought with a large enough effect; inconclusive = small, poorly fitted or top-dose-only effect, or another doubt; inactive = no such curve, though single readings can be large; an effect the other way counts as inactive or inconclusive. Unless noted, % is set by controls: 0 for no effect and ±100 for the full control effect; potency is the fitted concentration of half-maximal effect.

#	compound	AMA1-RON2 inh	Tb PYK inh
1	Cn1c2ccccc2c(=O)c2ccc(Cl)cc21	15%	-4%
2	CCOc1ccc(-c2cc(C(=O)N3CCC(C)CC3)c3ccccc3n2)cc1	-7%	2%
3	CCOC(=O)C[C@H]1c2cc(F)ccc2S(=O)(=O)N1C1CCCCC1	0%	-2%
4	COc1cccc(CNC(=O)[C@@H]2CCCN2C(=O)[C@@H]2CCCN2)c1	7%	-9%
5	Brc1cccc(-c2nc3c4ccccc4ccn3c2Cc2ccsc2)c1	120%[activator]	-6%
6	c1ccc(NN(Cc2ccccn2)c2ccccc2)cc1	-3%	-6%
7	COc1ccc(CN2CCC2(C)C(=O)NCc2ccc3c(c2)OCO3)c2ccccc12 (stereo not given)	-24%	-1%
8	CC1(C(=O)NS(=O)(=O)c2ccccc2)CCN1C(=O)c1ccccc1CCc1ccccc1 (stereo not given)	2%	3%
9	Cn1cc(C=O)c2nccnc21	4%	-13%
10	CSCCC(c1nnnn1C1CCCC1)N1CCC(n2c(=O)[nH]c3ccccc32)CC1 (stereo not given)	-11%	2%
11	CCN(C(=O)COC(=O)c1nc(Cl)ccc1Cl)c1c(N)n(Cc2ccccc2)c(=O)[nH]c1=O	3%	0%
12	O=C(OCC(=O)N1CCN(C(=O)c2ccco2)CC1)c1ccc(Cl)nc1	7%	-4%
13	CC(C)OCCCNc1nc2c(cnn2C)c(=O)[nH]1	-15%	-9%
14	CN(Cc1ccccc1)S(=O)(=O)c1ccc(Cl)c(C(=O)OCC(=O)NC2CCS(=O)(=O)C2)c1 (stereo not given)	-22%	-6%
15	CC(C)(C)OC(=O)N1CCC(C(=O)Nc2cccc(C(=O)NCc3ccccc3)c2)CC1	-8%	-1%
16	Cc1ccc(C(O)c2ncc(-c3ccccc3Cl)[nH]2)cc1 (stereo not given)	-17%	6%
17	CCCCN1CCC(=O)NC1=O	4%	6%
18	O=C1CCC(C(=O)OCC(=O)Nc2ccc(SC(F)F)cc2)=NN1	1%	-1%
19	Cc1ccc(S(=O)(=O)N2C[C@H]3[C@H]4C(=O)N(C5CCCCC5)C(=O)[C@H]4CC(=O)[C@H]3[C@@H]2c2ccccc2Cl)cc1	-1%	-1%
20	C[C@@H]1CCCCO[C@H](CN(C)C(=O)NC2CCCCC2)[C@@H](C)CN([C@H](C)CO)C(=O)c2cc(NC(=O)c3ccccc3)ccc2O1	-4%	1%
21	O=c1c2ccccc2c2ccccc2c(=O)n1Cc1ccc2c(c1)OCO2	20%	2%
22	COc1ccc(CNCCCNCc2ccc(OC)c(OC)c2)cc1OC	-4%	-4%
23	Nc1cc(S(=O)(=O)N2CCOCC2)ccc1N1CCOCC1	-5%	-9%
24	Cc1cccc(C)c1-c1ccc(CN2C(CC(C)C)C(=O)N(Cc3cn(CCO)nn3)CCS2(=O)=O)cc1 (stereo not given)	-5%	-2%
25	CC(C)C[C@@H]1COc2cc(N3CCN(C)CC3)ccc2S(=O)(=O)N1	-3%	-1%
26	CC[C@H](C)[C@H]1CNC(=S)N1CC1CCN(CC)CC1	-1%	-6%
27	O=C(NC1CCCCC1)c1nc(C2CCNCC2)oc1-c1ccccc1	-1%	-2%
28	CCCCCCCCCCCCCC(=O)NO	35%[activator]	3%
29	C(=NOCc1ccccc1)c1ccccn1	9%	-5%
30	O=C(NCCc1cn[nH]c1)c1ccc2oc(CCc3ccccc3)nc2c1	0%	1%
31	Cc1cnc(CNC(=O)c2csc([C@@H]3O[C@H](CO)[C@H](O)[C@H](O)[C@H]3O)n2)cn1	64%[activator]	3%
32	O=C(CSc1nnc2ccc(-c3ccccn3)nn12)Nc1cccc(F)c1	14%	-11%
33	Cc1cc(=O)oc2cc(OCC(=O)N3c4ccccc4NC(=O)C3(C)C)ccc12	-20%	-9%
34	COc1ccccc1C=C1CCc2ccccc2C1=O	3%	?
35	CC1CCc2c(sc3nc(C4CC4)nc(N4CCN(C(=O)c5ccco5)CC4)c23)C1 (stereo not given)	-25%	2%
36	CC(C)CNC(=O)C1(N2C(=O)c3ccccc3C2=O)CCCC1	14%	-1%
37	CC(=O)NC(c1cccc(F)c1)c1nc(-c2cccs2)cs1 (stereo not given)	3%	5%
38	CCOC(=O)[C@]12Cc3cc(OC)c(OC)cc3[C@H]1N(Cc1ccccc1)C(=O)c1ccccc12	-7%	-6%
39	Cc1cscc1-c1nc(NCC2CC2)nc2ccsc12	74%[activator]	-2%
40	COC(C/C=C\[C@@H](O)[C@@H](C)OCc1ccccc1)OC	11%	0%
41	Cc1ccc(S(=O)(=O)N2CCOCC2)cc1C(=O)NC1CCN(Cc2ccccc2)CC1	99%[activator]	7%
42	S=C(CSc1ccccc1)Nc1cccc2ccccc12	111%[activator]	-11%
43	CNc1cnc(-c2ccsc2)cn1	3%	-1%
44	Cc1ccc(S(=O)(=O)N2C[C@H]3[C@H]4C(=O)N(c5ccccc5)C(=O)[C@H]4C[C@H](OC(=O)NCC4CCCCC4)[C@@]3(O)C2)cc1	-4%	1%
45	COc1ccc(OCCN2CCC(C(=O)NC(c3ccccc3)c3ccc4ccccc4n3)CC2)cc1 (stereo not given)	15%	0%
46	O=C(NS(=O)(=O)Nc1ccccc1)C1=C(N2CCCC2)COC1=O	-10%	1%
47	Cc1ccc(S(=O)(=O)N2CCCCC2)cc1NC(=O)c1ccco1	-1%	-2%
48	NC(=S)N1N=C(c2ccccc2)CC1=O	-5%	-15%
49	C=CC[C@@H](CC(=O)N[C@@H](CO)Cc1ccccc1)C(=O)N[C@H](COC(=O)[C@@H](CC=C)Cc1ccc(F)cc1)Cc1c[nH]c2ccccc12	-4%	2%
50	O=C1c2ccccc2C(=O)N1CC1CO1 (stereo not given)	17%	-6%

Random excerpt: three records from the list
#	compound	AMA1-RON2 inh	Tb PYK inh
27	O=C(NC1CCCCC1)c1nc(C2CCNCC2)oc1-c1ccccc1	-1%	-2%
44	Cc1ccc(S(=O)(=O)N2C[C@H]3[C@H]4C(=O)N(c5ccccc5)C(=O)[C@H]4C[C@H](OC(=O)NCC4CCCCC4)[C@@]3(O)C2)cc1	-4%	1%
43	CNc1cnc(-c2ccsc2)cn1	3%	-1%

Continuation:
#	compound	AMA1-RON2 inh	Tb PYK inh
51	NC(CCc1ccccc1)c1csc(Nc2ccc(C(=O)NCCO)cc2)n1 (stereo not given)	59%[activator]	-5%
52	COCCN(CCOC)Cc1cc(=O)oc2cc(C)c(Cl)cc12	3%	2%
53	O=C(O)c1ccccc1NC(=O)C1CCN(S(=O)(=O)c2ccc3c(c2)OCCO3)CC1	0%	-1%
54	CN(c1ccccc1)c1ncccn1	-9%	0%
55	CCOC(=O)C1C2C=CC3(CN(c4ccccc4CC)C(=O)C13)O2 (stereo not given)	-11%	5%
56	CCN(C(=O)COc1cccc(-n2cnnn2)c1)C1CCS(=O)(=O)C1 (stereo not given)	-1%	0%
57	CCOC(=O)[C@H]1[C@H]2COc3ccc(Br)cc3[C@@H]2N2C(=O)CN(Cc3ccc(Cl)cc3)C(=O)[C@@]12C	-2%	-11%
58	O=C(/C=C/[C@H]1O[C@@H](n2cnc3c(NC(=O)c4ccccc4)ncnc32)[C@H](O)[C@@H]1O)NCCCc1ccccc1	7%	5%
59	CCOC(=O)[C@]12CCC=C1N(CCC1=CCCCC1)C(=O)[C@H](CC(=O)NCc1ccc(C)o1)C2	-1%	-23%
60	COc1ccc(C(C)(O)c2nc(-c3ccc(N(C)C)cc3)cs2)cc1 (stereo not given)	?	-4%
61	Cc1c(C(=O)NCc2ccc(C(C)C)cc2)sc(=O)n1Cc1ccc(S(=O)(=O)N(C)C)cc1	-9%	4%
62	CCC(=O)Nc1ccc(C(=O)NNC(=O)CCCCC(=O)NNC(=O)c2ccc(NC(=O)CC)cc2)cc1	59%[activator]	2%
63	CCN(CC)C(=O)C1=C(C)N(Cc2ccc(C(C)(C)C)cc2)C(=O)C(CC(=O)NC2CCCC2)C1 (stereo not given)	-7%	-2%
64	C[C@H](NC(=O)c1ccc(C(C)(C)C)cc1)C(=O)N1CCOCC1	-5%	2%
65	O=C(O)c1cccc(-c2csc(C(O)(c3ccccc3)C(F)(F)F)n2)c1 (stereo not given)	3%	-8%
66	CCCn1c(CCl)nc2cc(S(=O)(=O)N3CCOCC3)ccc21	1%	-7%
67	Cc1[nH]c(N)nc(=S)c1CCCNc1ccccc1	25%	-15%
68	CCCNC(=O)C1(C)CCN(C(=O)c2ccc3c(c2)CCO3)C1 (stereo not given)	-1%	-9%
69	CC1CC(C)CN(C(=O)CSc2n[nH]c(N)n2)C1 (stereo not given)	-4%	0%
70	O=C(COC(=O)/C=C/c1cccc(F)c1)Nc1cccc(S(=O)(=O)NC2=NCCCCC2)c1	0%	-2%
71	CCN(CC)C(=O)[C@H]1CC(CC(=O)NC(C)(C)C)C(=O)N2CCc3c([nH]c4ccc(OC)cc34)[C@]12C (stereo not given in full)	6%	-5%
72	CC1(C(=O)NS(=O)(=O)c2cccs2)CCN1C(=O)c1ccccc1 (stereo not given)	17%	4%
73	CCOC(=O)C1=CCN(S(=O)(=O)c2ccccc2Cl)C1c1cccc(F)c1 (stereo not given)	4%	4%
74	CN(C(=O)c1cccc(NC(=O)Cc2ccc(NC(=O)C3CCN(C(=O)C4CCC4)CC3)cc2)c1)C1CC1	2%	6%
75	Cc1ccc(NC(=S)NC(=O)c2cncc(Br)c2)cc1Cl	27%	3%

Compound profiles, as listed above.
`CCOC(=O)C1=CCN(S(=O)(=O)c2ccccc2Cl)C1c1cccc(F)c1` (stereo not given) in the list: AMA1-RON2 inh = 4%; Tb PYK inh = 4%
`COc1ccc(C(C)(O)c2nc(-c3ccc(N(C)C)cc3)cs2)cc1` (stereo not given) in the list: AMA1-RON2 inh = ?; Tb PYK inh = -4%

(continued)
#	compound	AMA1-RON2 inh	Tb PYK inh
76	O=C(OCC(O)C(O)C(O)C(SCc1ccccc1)SCc1ccccc1)c1ccccc1 (stereo not given)	-13%	2%
77	CCOC(=O)C1=C[C@@H](c2ccccc2)N(S(=O)(=O)c2ccc(C)cc2)[C@H]1c1ccc(F)cc1	2%	-5%
78	O=C(CC[C@H]1O[C@@H](n2ccc(=O)[nH]c2=O)[C@H](O)[C@@H]1O)N[C@H](Cc1ccccc1)C(=O)NCc1ccco1	6%	1%
79	O=C(NCCc1ccccc1)C1Cc2c(-c3ccc4c(c3)OCO4)ccnc2O1 (stereo not given)	-8%	-6%
80	COc1ccc(C(=O)NCC(=O)Nc2cccc(S(=O)(=O)N3CCCC3)c2)cc1	3%[11.6 µM]	-18%
81	CCOC(=O)/C=C1\NC2(CCCCC2)Cc2cc(OC)c(OC)cc21	-7%	-3%
82	O=C(NCc1cccs1)[C@@H]1CCCN1S(=O)(=O)c1ccccc1F	0%	-1%
83	CCOc1cc(OCC)cc(C(=O)N2CCC[C@H]2C(=O)N2CCC[C@H]2C(=O)NCc2cccc(OC)c2)c1	-8%	-12%
84	Oc1ccc2ccccc2c1CN1CCCCC1	-6%	3%
85	CCOc1ccccc1C=NNc1ccc([N+](=O)[O-])cn1	6%	3%
86	C[C@H](CO)N1C[C@H](C)[C@@H](CN(C)C(=O)NC2CCCCC2)Oc2ccc(NS(C)(=O)=O)cc2C1=O	12%	-4%
87	C=CCCC1(C2=CCCCC2)C(=O)NC(=O)NC1=O	10%	1%
88	CCOC(=O)/C=C/c1ccc2c(c1)S(=O)(=O)N(Cc1ccc(OC)cc1)[C@H]2CC(=O)OCC	-4%	-3%
89	O=C(COC(=O)Cn1ccc(=O)[nH]c1=O)Nc1ccc(F)cc1	-10%	4%
90	O=C(c1ccco1)N1CCN(C(=O)c2[nH]c(C(F)(F)F)nc2-c2ccccc2)CC1	-28%	0%
91	O=C(CN1C(=O)c2ccccc2S1(=O)=O)c1ccc(Cl)cc1Cl	3%	-2%
92	CC(C)(C)[C@H]1COC(=O)CC/C=C\C[C@@H](CC(=O)N(CCO)Cc2ccccc2)C(=O)N1	3%	-1%
93	C1CCN2C[C@@H]3C[C@@H](CN4CCCC[C@@H]34)[C@H]2C1	0%	1%
94	CCCn1c(SCC(=O)Nc2cc(C)on2)nc2c1c(=O)n(C)c(=O)n2C	-1%	-34%
95	O=S1(=O)N[C@@H](Cc2ccccc2)COc2cc(N3CCSCC3)ccc21	-9%	2%
96	C[C@H]1C(=O)N(c2ccccc2)[C@@H]1c1ccccc1	-7%	4%
97	Cn1c(=O)c2[nH]c(COc3ccccc3)nc2n(C)c1=O	55%[activator]	-15%
98	CCOC(=O)[C@@H]1[C@H]2COc3ccc(Br)cc3[C@@H]2N2C(=O)N(c3cccc(Cl)c3)C(=O)[C@]12C	1%	0%
99	O=C1NC[C@H](CCCCN2CCN(Cc3ccccc3)C(=O)C2=O)N(CC2CCCCC2)C1=O	1%	-5%
100	Cc1ccc(C(=O)N2CCC(N3CCC(C(=O)N4CCOCC4)CC3)CC2)cc1	-10%	-1%
101	O=C1NC[C@H](Cc2ccccc2)N(CC2CCN(CC3CCCC3)CC2)C1=O	0%	-1%

Not all compounds are listed; the hit share may differ from the screen's.
